# Screening results (PubChem BioAssay)
# TTR transcr act = increases transthyretin transcription. AID 1117267. 92,000 tested, 1.3% active. SH-SY5Y TTR promoter Gaussia luciferase, luminescence; 100% = recombinant luciferase protein wells. activation, % at 16.7 µM;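 active = activation above the mean of all tested compounds plus 3 SD, cut at about 9.5% in these data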;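 also: cells exposed to compounds for one day before reading; 0% = median of all test compound wells on the plate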
# Numbers without * were called inactive. These rows are one share of the data, so the mix of outcomes need not match the whole.
SMILES,TTR transcr act
COC(=O)N(C)C[C@@H]1OCc2cn(nn2)CCCC(=O)N([C@H](C)CO)C[C@H]1C,-2.0
CC(C)CCNC(=O)CC1Nc2c3ccccc3nc(=S)n2C1=O (stereo unspecified),2.6
O=S1(=O)[C@H]2C[C@@H]3C=C[C@@]2(CN1Cc1ccc(Cl)cc1)O3,17*
CCOc1ccc(NC(=O)CN(C)C(=O)c2ccc3nc(CC)c(CC)nc3c2)cc1OCC,-1.1
CCSCc1nnc(SCC(=O)Nc2cccc(C(C)=O)c2)n1C,0.4
CSc1cccc(NC(=O)c2cnccn2)c1,-3.9
O=C(CN1CCN(S(=O)(=O)c2ccc(Br)cc2)CC1)N/N=C/c1ccc(Br)s1,-1.4
Cc1ccccc1-c1nc(CSc2nc3c(c(=O)[nH]2)CCC3)c(C)o1,1.3
O=c1oc2ccccc2c(NCCO)c1[N+](=O)[O-],-1.1
O=C(Nc1cccc(O)c1)c1ccc([N+](=O)[O-])cc1Cl,1.6
O=C(Nc1nnc(-c2ccccc2SCc2ccccc2F)s1)Nc1ccccc1F,2.0
Cc1nc(-c2cccs2)ccc1C(=O)O,-1.0
Cn1nnc2c[n+](CC(=O)c3ccc(Cl)cc3)cc(Br)c21,3.2
N#CCc1ccc(Oc2ccc([N+](=O)[O-])cn2)cc1,-1.5
COc1c(Cl)cc(Cl)cc1/C=C/C(=O)c1ccc(NC(=O)c2cccs2)cc1,-5.0
CCOc1cc(C(=S)N2CCCCC2)ccc1OCC(=O)NCc1ccccc1,4.7
CC(=O)OCC1OC(n2c3c(cc(C#N)c2=S)CCCC3)C(OC(C)=O)C(OC(C)=O)C1OC(C)=O (stereo unspecified),0.8
CC1CN(C(=S)SCC(=O)c2ccc(Cl)cc2)CC(C)O1 (stereo unspecified),0.5
CCOc1cc(C=NN=C2c3ccccc3-c3ccccc32)ccc1O,0.9
CC1(C(=O)NS(=O)(=O)c2ccc(Br)cc2)CCN1C(=O)CC1CCCCC1 (stereo unspecified),-2.7

# A second format for 7 compounds above.
Molecule | TTR transcr act
O=C(Nc1cccc(O)c1)c1ccc([N+](=O)[O-])cc1Cl | 1.6
O=C(Nc1nnc(-c2ccccc2SCc2ccccc2F)s1)Nc1ccccc1F | 2.0
Cc1nc(-c2cccs2)ccc1C(=O)O | -1.0
Cn1nnc2c[n+](CC(=O)c3ccc(Cl)cc3)cc(Br)c21 | 3.2
N#CCc1ccc(Oc2ccc([N+](=O)[O-])cn2)cc1 | -1.5
COc1c(Cl)cc(Cl)cc1/C=C/C(=O)c1ccc(NC(=O)c2cccs2)cc1 | -5.0
CCOc1cc(C(=S)N2CCCCC2)ccc1OCC(=O)NCc1ccccc1 | 4.7

# Carrying on:
SMILES,TTR transcr act
COC(=O)C1C(=O)NCC1c1ccccc1 (stereo unspecified),-1.9
CCNc1nc2c(c(=O)n(C)c(=O)n2C)n1Cc1ccc(Cl)cc1,-3.1
COc1ccc(S(=O)(=O)N2CCC(C(=O)NCc3ccco3)CC2)cc1C,-1.3
O=C(Nc1cc(C(F)(F)F)ccc1Cl)c1cc2nc3c(c(C(F)(F)F)n2n1)CCCC3,2.2
O=C(Cn1cnc2ccccc2c1=O)N/N=C/c1ccc(Br)cc1,-0.6
CC(C)(C)c1ccc(/C=C/C(=O)Nc2nncs2)cc1,0.7
O=C(NCc1ccccc1)C1CC2CCCC(C1)C2=O (stereo unspecified),5.2
O=C(CCc1nc(-c2ccccc2)c(-c2ccccc2)o1)OCc1ccc(Br)cc1,-0.2
CC(C)(C)c1ccc(NC(=S)NCCc2ccccn2)cc1,0.2
O=C(Nc1ccccc1)OC(CN1CCCCC1)C(F)(F)F (stereo unspecified),-1.9
COc1ccc(N2CCN(C(=O)c3cccs3)CC2)cc1,0.5
CN(C)/C=C(/C(=O)c1ccc(Cl)cc1Cl)S(=O)(=O)c1ccccc1,1.2
Cc1ccc(CNC(=O)C2CCC(=O)N(C3CC3)C2)cc1 (stereo unspecified),1.3
Cc1cc(C(=O)N/N=C/c2sccc2C)no1,1.5
O=C(CCN1CCOCC1)NNC(=O)c1ccc(Cl)c([N+](=O)[O-])c1,-0.3
COc1ccc(S(=O)(=O)Nc2ccccc2)cc1,1.2
CCc1nn(C)c2c(=O)c(=O)c2n(C)[nH]1,-0.7
O=C(O)CCCCCN1C(=O)CSC1=S,0.5
CCOC(=O)N1CCC(N(CCCOC)C(=O)Nc2ccc(CC)cc2)CC1,-0.7
CCCCCc1c(-c2ccc(OC)cc2)ncn1CCc1ccccc1OC,-3.2
Cc1c(CN2CCCCC2C)c(=O)n(-c2ccccc2)n1C (stereo unspecified),2.0
CCCNS(=O)(=O)c1ccc(CCC(=O)N2CCOCC2)cc1,8.8
Cc1cccc(NC(=S)N/C(=N/S(=O)(=O)c2ccccc2)c2ccccc2)c1,2.4
COc1ccc(C(=O)N/C(=C/c2cccnc2)C(=O)N2CCOCC2)cc1OC,3.4
COc1ccc(COCC(O)CN(Cc2ccco2)Cc2ccccc2O)cc1 (stereo unspecified),0.0
CCOC(=O)c1sc(NC(=O)c2ccco2)nc1C,2.0
Cc1cc(N2CCOCC2)ccc1/C=C1\NC(=O)N(Cc2ccccc2)C1=O,-2.4
C/C(=C\c1ccccc1)C1NC(=O)c2c(sc3c2CCCC3)N1 (stereo unspecified),-1.8
CCOC(=O)c1c(NC(=O)CN2CCOCC2)sc2c1CCCC2,1.2
Cc1ccc(C)c(SCC(=O)NNC(=O)c2csc(N3CCOCC3)n2)c1,31*
CC1(C)NC(=O)N(CCOCCOc2ccccc2)C1=O,0.9
CCCC(=O)c1ccc(N2CCCCC2)c(F)c1,-1.8
COc1ccc(-c2ccccc2)cc1NCc1ccccc1C,1.1
Cc1ccc(/C=N/n2c(-c3cccc(Cl)c3)n[nH]c2=S)o1,3.3
Cc1ccc(NC(=O)CSc2nc3[nH]ncc3c(=O)[nH]2)cc1,3.1
CN(/N=C/c1ccccc1)C(=S)c1ccccc1,5.3
CN(Cc1ccccc1)C(=O)c1cccc(NC(=O)Cc2ccc(NC(=O)C3CCN(C(=O)C4CCC4)CC3)cc2)c1,-4.6
O=C(O)c1ccc2cccc(O)c2n1,-0.5
Cc1cc(C)cc(N2C(=O)CC(N3CCOCC3)C2=O)c1 (stereo unspecified),0.0
O=C(NCc1ccco1)c1ccc(-c2ccc3nccn3c2)cc1,0.1
CC(=O)Nc1ccc(S(=O)(=O)NNC(=O)c2cccc3ccccc23)cc1,3.1
O=c1[nH][nH]c2c1[C@H](c1ccc(F)cc1)O[C@H](CCC(F)(F)F)C2,-0.1
Cc1cccc(N(C(=O)c2ccco2)C(C(=O)NC2CCCC2)c2ccco2)c1C (stereo unspecified),0.3
Cc1onc(-c2c(Cl)cccc2Cl)c1C(=O)ONC(=O)c1cc(C(F)(F)F)cc(C(F)(F)F)c1,0.7
COCc1cc(CN2CCN(CCc3ccccc3)C(CCO)C2)ccc1OC (stereo unspecified),-1.2
CCOCCCNC(=O)C(c1ccc(OC)cc1)N(Cc1cccs1)C(=O)c1ccccn1 (stereo unspecified),-1.8
O=C(Nc1ccc(F)cc1)OCc1cn(Cc2cc(F)cc(F)c2)nn1,1.6
COC(=O)c1sc2nc(SCC(=O)N(C)c3ccccc3)n(N)c(=O)c2c1C,1.4
CSc1ccccc1NC(=O)c1cnccn1,0.3
Cc1ccccc1OCC(=O)N/N=C/c1sc(=O)n(Cc2cccc(C(=O)O)c2)c1Cl,-1.1
O=C(CSc1nnc(-c2ccncc2)n1Cc1ccco1)Nc1nccs1,-1.1
Cc1ccc(S(=O)(=O)O/N=C2/CCCc3occc32)cc1,-2.6
COc1ccccc1N(C(=O)CNC(=O)c1ccco1)C(C(=O)NC1CCCC1)c1ccco1 (stereo unspecified),-1.3
CN(C)S(=O)(=O)c1cccc(C(=O)Nc2ccc(S(=O)(=O)N3CCCC3)cc2)c1,2.4
O=C(CSc1ccc(Cl)cc1)NC(=O)NCc1ccco1,-0.3
O=C(CSc1ccccn1)Nc1ccc2c(c1)OCCO2,2.6
COc1ccc(-c2nc(C#N)c(N3CCN(C(=O)c4ccco4)CC3)o2)cc1OC,6.3
O=S(=O)(CCSc1ccc(C(F)(F)F)cn1)c1ccccc1,0.8
Cc1cc(=O)oc2cc(OCC(=O)NC3CCCCC3)ccc12,-2.3
Cc1c(Cl)cnc(NC(=O)COC(=O)c2ccc([N+](=O)[O-])s2)c1Cl,0.4

# (cont.)
SMILES,TTR transcr act
CCCC1=Nc2cc(C(=O)NCCN3CCOCC3)ccc2Sc2ccc(C)cc21,-0.9
COc1cc(SC)ccc1C(=O)Nc1ccc(OCC(=O)N2CCOCC2)cc1,-1.5
CCOc1ccc(-c2cc3nc(C4CCN(C(=O)OC(C)(C)C)CC4)c(C(=O)O)cn3n2)cc1,-3.1
CCCOC(=O)c1ccc(NC(=O)COC)cc1,2.5
CN(C(=O)c1ccc(-c2nn(C)c(=O)c3ccccc23)cc1)c1ccccc1,-0.3
CCOC(=O)c1[nH]c2ccccc2c1NC(=O)Nc1ccc(OC)cc1,-5.6
C/C(=N\N1CCN(c2ccccc2)CC1)c1cccs1,-1.0
COc1ccc(NC(=O)CSc2nnc(C)c3ccccc23)cc1,2.2
CC(C)OC(=O)C1=C2SCC(=O)N2C(N)=C(C#N)C1,-0.7
COC(=O)C(CCCCN1C(=O)C2C3C=CC(C3)C2C1=O)N1C(=O)C2C3C=CC(C3)C2C1=O (stereo unspecified),0.8
CCc1ccccc1NC(=O)c1cc(S(=O)(=O)N(C)C)ccc1N1CCCC1,0.3
O=C(NCCc1ccccc1F)C1CCCN1S(=O)(=O)c1ccc2ccccc2c1 (stereo unspecified),1.0
COC(=O)c1ccsc1NC(=O)c1ccccc1,-0.5
Cc1cc(N2CCOCC2)n2ncc(-c3ccc(Cl)cc3)c2n1,1.3
O=C(NCCCNCc1ccccc1)/C(=N\O)c1ccccc1,0.9
c1ccc(Cc2nnc3n2N=C(c2ccccc2)CS3)cc1,2.8
COC(=O)c1ccc(Nc2nc(C)nc3c2nnn3Cc2ccccc2)cc1,0.6
Cc1cc(Br)ccc1NC(=O)C1CCN(C(=O)c2ccco2)CC1,-0.8
O=S(=O)(NCc1ccccc1F)NCc1ccccc1F,3.0
O=C(c1ccccc1)N1CCN(CCc2ccccc2)CC1,-0.8
Cc1ccccc1OCc1nnc(SCC(=O)Nc2ccc(N3CCOCC3)c(Cl)c2)n1C,-1.6
CCCC(=NCc1ccccc1)C1=C(O)C(C(=O)OC)C(C)(C)CC1=O (stereo unspecified),0.5
O=C(NCCCCc1ccccc1)c1ccc(Br)cc1,3.6
O=c1oc2c3c4c(cc2c2c1CCC2)OCCN4CCC3,0.2
O=c1o[nH]c(-c2ccccc2)c1C=Nc1ccc(Cl)cc1,0.0
CC1CCc2sc3nc(NCc4ccco4)n4ncnc4c3c2C1 (stereo unspecified),2.1
COC(=O)Cn1c(C(F)(F)F)nc2ccccc21,-0.7
COc1ccccc1-c1cc(SC)c(C#N)c(=O)o1,-2.4
CC1(C)C(=O)Nc2ccccc2N1C(=O)COc1ccc(S(=O)(=O)N2CCOCC2)cc1Cl,0.8
CS(=O)(=O)N1CCN(c2ccccc2NC(=O)c2cccnc2Cl)CC1,1.8
COc1ccc(C2c3cc(OC)c(OC)cc3CC3C(=O)OCC32)cc1OC (stereo unspecified),-1.4
O=C(Nc1ccc2c(c1)C(=O)NC2=O)c1cc(Cl)ccc1Cl,-0.1
Cc1ccn(CC(=O)NC2CCCN(Cc3ccccc3F)C2)n1 (stereo unspecified),-0.2
Cc1csc(NC(=O)Cc2ccc(Br)cc2)n1,1.3
COc1cccc(NC(=O)C(=O)N/N=C/c2cc(C)n(-c3ccc(Cl)c(Cl)c3)c2C)c1,-0.5
Cc1ccccc1-c1cc2nc(NCc3ccc4occc4c3)n(C)c(=O)c2s1,-1.8
CC(C)=CC(=O)OCC(=O)Nc1ncc(Cl)c(C)c1Cl,-0.5
O=C(Nc1nc2c(s1)CCCC2)c1cc(-c2ccncc2)nc2ccccc12,0.2
C[C@]12c3[nH]c4cc(-c5ccco5)ccc4c3CCN1C(=O)[C@@H](CC(=O)NCCc1ccccn1)C[C@@H]2C(=O)N1CCCCC1,-0.7
CCOc1ccccc1Nc1nc(-c2sc(C)nc2C)cs1,0.4

# The last 3 compounds of the section before lead into the next.
SMILES,TTR transcr act
O=C(Nc1nc2c(s1)CCCC2)c1cc(-c2ccncc2)nc2ccccc12,0.2
C[C@]12c3[nH]c4cc(-c5ccco5)ccc4c3CCN1C(=O)[C@@H](CC(=O)NCCc1ccccn1)C[C@@H]2C(=O)N1CCCCC1,-0.7
CCOc1ccccc1Nc1nc(-c2sc(C)nc2C)cs1,0.4
O=C(CSc1ccc(Cl)cc1)OCC(=O)N1CCN(c2ccccc2)CC1,-0.5
CN(C)c1ccc(C(=O)NC2CCCc3ccccc32)cc1 (stereo unspecified),7.2
S=c1[nH]nc(-c2ccccc2)n1/N=C/c1c[nH]c2ccccc12,3.4
C/C(=N/NC(=O)c1ccn(C)n1)c1ccncc1,5.7
CCC(c1nnc(SCC(=O)N2CC(=O)Nc3ccccc32)n1Cc1ccccc1)N(C)C (stereo unspecified),1.7
CCCC(=O)Nc1nnc(S(=O)(=O)N2CCCC2)s1,-0.2
O=C(/C=C/c1ccc(F)cc1)Nc1cccc(S(=O)(=O)N2CCOCC2)c1,-5.0
Cc1cc[n+](CCC(=O)O)c2ccccc12,-0.9
COCCn1c(SCC(=O)N2CCCCC2)nc2cccnc21,5.4
COc1ccc(C2CC(c3ccc(OC)c(OC)c3)=NN2S(C)(=O)=O)cc1 (stereo unspecified),-0.8
Oc1ccc(Oc2ccc(Oc3ccc(O)cc3)cc2)cc1,1.1
O=C(NN1C(=O)C2C3C=CC(C4CC34)C2C1=O)c1ccc(Cl)cc1Cl (stereo unspecified),3.3
N#Cc1cc2c(nc1SCc1ccc(Cl)cc1)CCCC2,3.0
CCN(C[C@H]1N[C@@](C)(C(=O)OC)[C@H]2C(=O)N(C)C(=O)[C@@H]12)C(=O)Nc1ccc(OC)cc1,0.6

# Ordered by SMILES length (falling): 3 of the compounds above.
SMILES,TTR transcr act
COC(=O)C(CCCCN1C(=O)C2C3C=CC(C3)C2C1=O)N1C(=O)C2C3C=CC(C3)C2C1=O (stereo unspecified),0.8
O=C(CCN1CCOCC1)NNC(=O)c1ccc(Cl)c([N+](=O)[O-])c1,-0.3
CCCC(=NCc1ccccc1)C1=C(O)C(C(=O)OC)C(C)(C)CC1=O (stereo unspecified),0.5
